Source: PubChem
HTT ATP protect = qHTS Multiplex Assay to Identify Dual Action Probes in a Cell Model of Huntington: Cytoprotection (ATP); PC12 HTT-Q103 induced, cytoprotection, ATP luminescence, 40 h; Potency, µM (doses to about 56.4 µM), inactives show cytoprotection (ATP increase), actives largely listed as activators; 0.14% of 230,000 active; AID 1471, 2008; active means well fitted activation curve with a large enough effect; inconclusive means small, poorly fitted or top-dose-only effect; inactive means no such curve, though single readings can be large or run the other way;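 further: % of control where 0% means no effect; nearly all actives have a fitted effect of over 45% in size; toxic huntingtin expression switched on by the ecdysone agonist tebufenozide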
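Compounds were screened for protection of PC12 cells against cell death after tebufenozide induction (100 nM final) of mutant Huntingtin exon 1 (Q103) fused to GFP.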
* hit, by the source's call; ? = inconclusive; & = joins results of further samples; [ ] = another dose, or the depositor's remark. Potency means the concentration at half of the fitted maximal effect.

SMILES	HTT ATP protect
Cn1c(=O)c2c(nc(N/N=C\c3ccccc3C(=O)O)n2C)n(C)c1=O	-6%[10 µM]
CNC(=O)c1c(NC(=O)c2ccc(S(=O)(=O)N3CCOCC3)cc2)sc2c1CCC2	6%
COC(=O)Cn1cnc2c(nnn2-c2cccc(Cl)c2)c1=O	-10%
N#C[C@H](C(=O)O)C(c1c(Cl)cccc1Cl)[C@H](C#N)C(=O)O	11%[10 µM]
OC[C@@H]1O[C@@H](n2cnc3c(N[C@@H]4C[C@@H]5CC[C@H]4C5)ncnc32)[C@@H](O)[C@H]1O	-16%[1.9 µM]
C=C1C(=O)O[C@H]2C[C@@]3(C)CCCC(=C)[C@@H]3C[C@H]12	?
CSc1ncnc2c1ncn2CC(=O)[C@H]1CC[C@H]2[C@H]3CCC4=CC(=O)CC[C@@]4(C)[C@@H]3CC[C@@]12C	-6%[10 µM]
Cc1cc(NS(=O)(=O)c2ccc(Br)s2)no1	-5%[0.074 µM]
O=C(O)c1nn(-c2ccc(Cl)cc2)c2c1C(=O)c1ccccc1C2=O	7%[10 µM]
CCc1cccc2c3c([nH]c12)[C@](CC)(CC(=O)O)OCC3	24%[1.9 µM]
CN1CCN(CCCNN)CC1	5%[10 µM]
O=C(O)C1CCN(Cc2cnn(-c3ccccc3)c2-n2cccc2)CC1	-7%[0.074 µM]
COc1cccc2c1C(=N)c1c(O)c3c(c(O)c1C2=O)C[C@](O)(C(C)=O)C[C@@H]3O[C@H]1C[C@H](N)[C@@H](O)[C@H](C)O1	-75%[inhibitor][10 µM]
CN(CCc1ccccn1)c1ccc2c(c1)C(=O)c1ccccc1-2	12%[10 µM]
O=[N+]([O-])c1ccc(NN=C2c3ccccc3Cc3ccccc32)c([N+](=O)[O-])c1	3%[10 µM]
CCn1cc(C(=O)Nc2nncs2)c(=O)c2cc(F)c(N3CCN(C(=O)c4ccco4)CC3)cc21	13%[0.074 µM]
Cc1cc(OCC(=O)NCCCN2CCOCC2)cc(C)c1Cl	8%[10 µM]
C[C@@H]1C(=O)O[C@H]2[C@@H](O)[C@@]34[C@H]5C[C@H](C(C)(C)C)[C@@]36[C@H](OC(=O)[C@@H]6O)O[C@@]4(C(=O)O5)[C@@]12O	-2%
Nc1nc(SCc2ccccc2)c2ncn(Cc3ccccc3)c2n1	-20%[10 µM]
Cc1ccc([C@@]2(C)CC/C(=N/N=C3\CC[C@](C)(c4ccc(C)c(C)c4)c4cc(C)c(C)cc43)c3cc(C)c(C)cc32)cc1C	-11%[10 µM]
CC(=O)N1CCc2c(sc(NC(=O)c3ccc(S(=O)(=O)N(C)C)cc3)c2C#N)C1	-14%
CC(C)(C)c1ccc(OCC(=O)O)c(Cl)c1	-4%[10 µM]
NC(N)=N/N=C\c1ccc(O)c(C(=O)O)c1	1%[10 µM]
Cc1nn2c3cc(N4CCOCC4)ccc3nc2c2ccccc12	-55%[inhibitor]
COc1ccccc1OC[C@H](O)CN1CCN(CC(=O)Nc2c(C)cccc2C)CC1	1%[1.9 µM]

The list goes on, starting with the last 2 of the part before.
SMILES	HTT ATP protect
Cc1nn2c3cc(N4CCOCC4)ccc3nc2c2ccccc12	-55%[inhibitor]
COc1ccccc1OC[C@H](O)CN1CCN(CC(=O)Nc2c(C)cccc2C)CC1	1%[1.9 µM]
Cn1c(=S)c2[nH]c(SCc3cccnc3)nc2n(C)c1=O	3%[10 µM]
C=C(CO)[C@H]1Cc2c(ccc3c2O[C@H]2COc4cc(OC)c(OC)cc4[C@@H]2C3=O)O1	2%
CN(C)CCN(c1ccccn1)c1ccccn1	-10%[10 µM]
CCCCn1cnc2c(c(CC#N)nn2-c2ccccc2)c1=N	-1%[10 µM]
CCCCOC(=O)Cn1c(=N)n(CCN2CCOCC2)c2ccccc21	-4%[0.074 µM]
NS(=O)(=O)c1ccc(NCc2nc3ccccc3[nH]2)cc1	-1%[10 µM]
CSC1=C(C#N)C2(CCCCC2)C(C(=O)Nc2ccccc2)=C(C)N1	-4%
Cc1cc2ccc(OC(=O)c3ccc(N=C(N)N)cc3)cc2oc1=O	8%[10 µM]
Nc1ncnc2nn([C@H]3O[C@@H](CO)[C@@H](O)[C@H]3O)nc12	-27%[10 µM]
CC(C)C[C@H](NC(=O)[C@@H](O)[C@@H](N)Cc1ccccc1)C(=O)O	?
CCOC(=O)c1ccc2ncc(C(=O)OCC)c(NCCN(C)C)c2c1	0%
CC(C)C12CC[C@@]3(CC[C@H]4[C@@](C)(CCC[C@]4(C)C(=O)O)[C@@H]3C1)[C@@H](CN)C2	-12%[10 µM]
O=C(O)CCc1ccc(-c2ccccc2)[nH]1	1%[10 µM]
CCN1CCN(Cc2nc3c(c(=O)n(C)c(=O)n3C)n2Cc2ccc(Cl)cc2Cl)CC1	-6%
Cc1cc(Cl)ccc1Nc1sc(C(=O)c2cc3cc(Cl)ccc3o2)c(N)c1C#N	15%[10 µM]
O=C(O)c1ccccc1N[C@H](c1ccccc1)c1ccc2cccnc2c1O	-6%[10 µM]
Cc1ccc2c(C)nc(NC3=NCN(C(C)C)CN3)nc2c1	-10%[0.074 µM]
O=C(O)c1ccc([N+](=O)[O-])c(P(=O)(O)O)c1	-24%[10 µM]
N[C@@](CCc1ccccc1)(C(=O)O)c1ccccc1	-20%[10 µM]
CCc1nnc(NC(=O)CSc2nnc(-c3ccc(O)cc3)n2-c2ccccc2)s1	-15%[10 µM]
Cc1ccc2cc(C(c3nnnn3CC3CCCO3)N3CCCC4(CCCCC4)C3)c(=O)[nH]c2c1 (stereo not given)	-6%[10 µM]
c1ccc(-c2nnc(-c3ccccn3)nn2)nc1	-118%[inhibitor][0.074 µM]
CCOC(=O)c1cc2c(=O)n3cccc(C)c3nc2n(CCc2ccc(OC)c(OC)c2)c1=N	-6%[0.074 µM]
O=C(N[C@@]1(C(=O)O)C[C@@H]1c1ccccc1)c1ccccc1	-11%[10 µM]
C[C@@]12CC(=O)[C@@H]3[C@@H](CCC4=CC(=O)CC[C@]43C)[C@@H]1CC=C2CC(=O)O	-5%[10 µM]

Reprinted at random: 4 entries already listed.
SMILES	HTT ATP protect
O=C(O)c1ccccc1N[C@H](c1ccccc1)c1ccc2cccnc2c1O	-6%[10 µM]
N[C@@](CCc1ccccc1)(C(=O)O)c1ccccc1	-20%[10 µM]
C[C@@]12CC(=O)[C@@H]3[C@@H](CCC4=CC(=O)CC[C@]43C)[C@@H]1CC=C2CC(=O)O	-5%[10 µM]
Nc1ncnc2nn([C@H]3O[C@@H](CO)[C@@H](O)[C@H]3O)nc12	-27%[10 µM]

Additional results follow:
SMILES	HTT ATP protect
O=C(O)[C@@H]1[C@@H](C(=O)NCc2ccncc2)[C@@H]2C=C[C@@H]1O2	-2%[10 µM]
CC1(C)S[C@@H]2[C@H](C(=O)O)N=C(Cc3ccccc3)N2[C@H]1C(=O)O	-3%[10 µM]
COc1ccc2c(c1)[n+]([O-])c(/C(C)=N/NC(N)=S)c(C)[n+]2[O-]	0%[10 µM]
CC1=NN(c2ccccc2)C(=O)[C@@H]1N=Nc1ccc(S(N)(=O)=O)cc1	-3%[10 µM]
CCCc1nc(SCC(=O)NCc2ccc3c(c2)OCO3)c2c(=O)n(C)c(=O)n(C)c2n1	1%
O=C(O)c1ccc(Oc2nc3ccccc3s2)cc1	-7%[10 µM]
C[N+]1(NCC[N@@+]2(C)CCc3ccccc3C2)CCCCC1	-5%[10 µM]
COc1ccc2cc1Oc1ccc(cc1)C[C@@H]1c3c(cc(OC)c4c3Oc3cc5c(cc3O4)CCN[C@H]5C2)CCN1C	18%[10 µM]
CN(C)C[C@H]1CCC2=C(C1=O)C(c1ccc(Cl)c(Cl)c1)C1=C(CC[C@H](CN(C)C)C1=O)O2	13%[10 µM]
Cc1c2cc[n+](CCN3CCCCC3)cc2c(C)c2c1[nH]c1ccc(O)cc12	-26%[10 µM]
O=c1c2ccccc2c2ccccc2c(=O)n1-c1cc2c3ccccc3ccc2c2ccccc12	-8%[10 µM]
CN1CCc2c(sc3c2c(=O)n(-c2cccc(Cl)c2)c2nncn32)C1	-3%[0.074 µM]
CCCCC[C@@H](O)[C@@H]1C(=O)O[C@@H](C)[C@@H](O)\C=C/C=C\C=C/C=C\C=C(\C)[C@H](O)C[C@H](O)C[C@H](O)C[C@H](O)C[C@H](O)C[C@H](O)C[C@@H]1O	-5%[10 µM]
CCCS(=O)(=O)N1CCN(Cc2ccc(OCc3ccccc3)c(OC)c2)CC1	-1%[10 µM]
O=C(CN1C(=O)c2cccc3cccc1c23)Nc1ccccc1C(=O)NCc1ccco1	-18%[10 µM]
O=C(O)CCc1nc(-c2ccccc2-n2cccc2)no1	2%[10 µM]
COc1ccc2oc(C(=O)C3CC3)c(NC(=O)CCCN3C(=O)c4ccccc4C3=O)c2c1	-10%
Cc1cccc(CN2CCN(CC(=O)NCc3ccc(F)cc3)C2=O)c1	-4%
C/C(=N\O)c1cccc[n+]1Cc1ccccc1	8%[10 µM]
O=C1c2oc3ccccc3c(=O)c2C(c2ccc(Br)cc2)N1c1ncccn1 (stereo not given)	12%[0.074 µM]
COC(=O)Cc1cc(=O)[nH]c(/N=C(/NC(=O)c2ccccc2)Nc2ccccc2C)n1	-5%[0.074 µM]
COc1ccc(-c2cc3nc(C)cc(C)n3n2)c(OC)c1	-17%[0.074 µM]
COC(=O)C1=C(C)NC2=C(C(=O)CCC2)C1c1ccccn1 (stereo not given)	-5%
Cc1c(/C(O)=C2/C(=O)C(=O)N(CCN3CCOCC3)C2c2ccco2)cnn1-c1ccccc1 (stereo not given)	-29%[0.074 µM]
Cc1cc2nc3[nH]c4c(Cl)cc(Cl)cc4c3nc2cc1C	2%[10 µM]

Grouped by structure: the compounds so far with two or more sulfur atoms
SMILES	HTT ATP protect
CNC(=O)c1c(NC(=O)c2ccc(S(=O)(=O)N3CCOCC3)cc2)sc2c1CCC2	6%
Cc1cc(NS(=O)(=O)c2ccc(Br)s2)no1	-5%[0.074 µM]
CC(=O)N1CCc2c(sc(NC(=O)c3ccc(S(=O)(=O)N(C)C)cc3)c2C#N)C1	-14%
Cn1c(=S)c2[nH]c(SCc3cccnc3)nc2n(C)c1=O	3%[10 µM]
CCc1nnc(NC(=O)CSc2nnc(-c3ccc(O)cc3)n2-c2ccccc2)s1	-15%[10 µM]

The listing continues:
SMILES	HTT ATP protect
COc1ccc(C2/C(=C(/O)c3ccc(F)cc3)C(=O)C(=O)N2CCCN(C)C)cc1 (stereo not given)	7%
CCOC(=O)CCCN	0%[10 µM]
Cc1cc(NCCN2CCOCC2)n2ncc(-c3ccc(Cl)cc3)c2n1	-19%[0.074 µM]
CNC(=O)c1cc2cc(Cl)cc(OC)c2oc1=O	-13%
Nc1cc(S(N)(=O)=O)ccc1SSc1ccc(S(N)(=O)=O)cc1N	-9%[10 µM]
CCOc1ccc(C2c3c(oc4ccccc4c3=O)C(=O)N2c2ccccn2)cc1OC (stereo not given)	-11%
O=C(C[C@@H](c1ccccc1)N1CCCCC1)c1ccccc1	7%[10 µM]
COc1ccccc1OCc1nc2c3c(-c4ccccc4)c(-c4ccccc4)oc3ncn2n1	-24%[0.074 µM]
O=C(Nc1ccc(CN2CCOCC2)cc1)c1cc2ccccc2oc1=O	-21%[10 µM]
O=C(O)/C(Cc1ccnc2ccccc12)=N\O	-9%[10 µM]
Nc1nc(SCCc2ccccc2)c2[nH]cnc2n1	12%[10 µM]
C[C@@H](N1CCOCC1)[C@@](O)(c1ccccc1)c1ccccn1	-5%[10 µM]
N[C@H]1[C@@H](C(=O)O)[C@H]2C=C[C@H]1C2	-18%[10 µM]
Nc1cc(C(=O)O)[nH]c(=O)n1	-5%[10 µM]
Cc1cc(Cc2cc(C)c(N)cc2N)c(N)cc1N	-13%[10 µM]
FC(F)(F)c1cc(CO[C@@H]2CCCN[C@H]2c2ccccc2)cc(C(F)(F)F)c1	-22%[1.9 µM]
C[N+]1(CCC[N+]2(C)C[C@H]3[C@H](C2)[C@H]2C=C[C@@H]3CC2)CCOCC1 (stereo not given in full)	-14%[10 µM]
COc1ccc2c3c(ccc2c1)N[C@H](C(=O)O)CC3	-14%[10 µM]
CC(=O)[C@@]1(N=Nc2ccc(S(N)(=O)=O)cc2)CCOC1=O	7%[10 µM]
COC(=O)c1cc(OC)c(OC)cc1NC(=O)c1cc(C)on1	1%
N[C@@H](CSCc1ccccc1)C(=O)O	-12%[10 µM]
Nc1ncnc2nc(N3CCN(CCO)CC3)[nH]c12	-6%[10 µM]
COCCn1c(=N)c(C(=O)NCCc2ccccc2)cc2c(=O)n3cccc(C)c3nc21	-4%
CN(C)Cc1cc(C(C)(C)C)ccc1-c1ccc(C(C)(C)C)cc1CN(C)C	-2%[10 µM]
Nc1[nH]c(=O)nc2c1ncn2[C@H]1O[C@@H](CO)[C@@H](O)[C@@H]1O	-5%[10 µM]
O=C(O)C1=C/C(=C(/c2ccccc2)c2cc(C(=O)O)c(O)c3ccccc23)c2ccccc2C1=O	-9%&3%[10 µM]
CC(C)c1ccc2c(c1)CC[C@H]1[C@@](C)(CN)CCC[C@@]21C	1%[10 µM]
NC(CSS(=O)(=O)O)=N[C@@H]1C[C@H]2CC[C@@H]1C2	4%[10 µM]
Cc1nc(CN2CCCCC2)c(O)c(=O)[nH]1	0%[10 µM]

This is a subset. The share of hits here may be higher or lower than overall.
